High-throughput results from PubChem.
PAFAH1B2 inh – inhibitors of human PAFAH1B2. P68402. recombinant PAFAH1B2, FP-rhodamine activity probe, fluorescence polarization. inhibition, % at 3.39 µM. 340,000 compounds, 1.2% hits. AID 492953;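 active means inhibition above the mean of all tested compounds plus 3 SD, cut at about 24% in these data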;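 further: 0% = enzyme with DMSO and 100% = wells lacking PAFAH1B2; many of its hits are not listed in these tables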
Target sequence (P68402 whole entry, looked up): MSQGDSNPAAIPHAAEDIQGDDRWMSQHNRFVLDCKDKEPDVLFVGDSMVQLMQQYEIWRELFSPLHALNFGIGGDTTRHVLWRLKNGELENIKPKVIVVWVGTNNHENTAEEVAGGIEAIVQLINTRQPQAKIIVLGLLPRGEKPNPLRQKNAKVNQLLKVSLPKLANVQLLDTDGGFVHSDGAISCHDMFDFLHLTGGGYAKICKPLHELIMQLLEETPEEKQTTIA
GLD-1 TGE inh – GLD-1-TGE RNA interaction inhibition (C. elegans); Q17339; purified GLD-1 + fluorescein TGE RNA, fluorescence polarization; inhibition, % at 5.96 µM; 320,000 compounds, 0.44% hits;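 active means percent inhibition above a per-plate cutoff, the plate mean of test compounds plus 3 SD, cut at about 30% in these data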;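 further: 0% = DMSO wells with GLD-1 and probe and 100% = wells lacking GLD-1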
Bcl-xL primary – inhibitors of human Bcl-xL | Q07817 | GST-Bcl-xL / FITC-Bim BH3 peptide fluorescence polarization | inhibition, % at 10.9 µM | 320,000 compounds, 0.7% hits | AID 2129;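 active means inhibition above the mean of all tested compounds plus 3 SD, cutoff set per campaign, cut at about 30% in these data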;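 further: 0% = DMSO wells and 100% = unlabeled Bim-BH3 peptide competitor; inhibitors lower millipolarization by displacing the labeled peptide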
Target sequence (Q07817 whole entry, looked up): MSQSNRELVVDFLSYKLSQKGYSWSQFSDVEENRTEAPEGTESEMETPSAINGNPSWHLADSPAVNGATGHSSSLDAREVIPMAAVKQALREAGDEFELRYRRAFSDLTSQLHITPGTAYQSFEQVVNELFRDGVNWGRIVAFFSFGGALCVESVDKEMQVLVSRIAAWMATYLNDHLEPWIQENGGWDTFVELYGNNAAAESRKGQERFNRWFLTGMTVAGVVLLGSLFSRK
MEX-5 binding – C. elegans MEX-5 TCR-2 RNA binding activity | MEX-5/FITC-TCR2 RNA binding, fluorescence polarization; active compounds read low | 300,000 compounds, 0.38% hits | activity score (negative = inhibition of binding), % at 10 µM | Q9XUB2;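 active means inhibition past about -25% in most replicates, and total fluorescence under double the plate's negative control median, limit read from the data; inconclusive means replicates evenly split on the limit, or fluorescence at least double controls; inactive means too little inhibition in most replicates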;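 further: 0% = DMSO and -100% = 5 µM competing unlabeled TCR2 RNA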
Target sequence (Q9XUB2 whole entry, looked up): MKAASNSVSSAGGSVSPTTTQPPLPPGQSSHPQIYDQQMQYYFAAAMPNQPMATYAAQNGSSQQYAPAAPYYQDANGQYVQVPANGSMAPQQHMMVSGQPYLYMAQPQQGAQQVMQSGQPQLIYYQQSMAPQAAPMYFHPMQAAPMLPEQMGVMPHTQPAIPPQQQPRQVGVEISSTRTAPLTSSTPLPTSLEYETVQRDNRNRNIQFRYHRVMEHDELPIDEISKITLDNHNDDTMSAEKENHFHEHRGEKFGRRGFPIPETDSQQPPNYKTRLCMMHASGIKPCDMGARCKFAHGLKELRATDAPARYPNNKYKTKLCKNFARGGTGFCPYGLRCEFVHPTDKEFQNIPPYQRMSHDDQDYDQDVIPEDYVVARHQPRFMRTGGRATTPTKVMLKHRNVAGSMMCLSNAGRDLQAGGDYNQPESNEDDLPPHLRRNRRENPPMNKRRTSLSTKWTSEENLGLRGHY
Fam108B inh – counter-screen for RBBP9 inhibitors: inhibitors of mouse Fam108B; AID 1947; inhibition, % at 9.51 µM; recombinant Fam108B, FP-Rh probe fluorescence polarization; 300,000 compounds, 0.33% hits;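 active means inhibition above the screen mean inhibition plus 3 SD, computed separately per campaign, cut at about 18% in these data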;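 further: inhibitors lower polarization as less probe binds the enzyme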
MCL1 BIM primary – disrupts human MCL1 binding to BIM-BH3 peptide | GST-MCL1 / FITC-Bim-BH3 fluorescence polarization | inhibition, % at 10.9 µM | 320,000 compounds, 0.68% hits;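 active means inhibition above the mean inhibition of all tested compounds plus 3 SD, set per campaign, cut at about 40% in these data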;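 further: 0% = DMSO wells and 100% = unlabeled Bim-BH3 peptide control; higher means more loss of mP so more displacement of Bim peptide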
PME-1 inh – blocks human protein phosphatase methylesterase 1; Q9Y570; recombinant PME-1, FP-Rh probe fluorescence polarization; inhibition, % at 5.9 µM; 320,000 compounds, 0.53% hits; AID 2130;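 active means inhibition above the campaign mean of all compounds plus 3 SD, cut at about 26% in these data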;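 further: competitive labeling of PME-1 active site by serine hydrolase directed probe; 0% = PME-1 with DMSO and 100% = wells lacking PME-1 enzyme; inhibitors block probe labeling so polarization falls and inhibition rises; many of its hits are not listed in these tables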
AHR activator – activates the human aryl hydrocarbon receptor; AHR-responsive luciferase reporter cells, luminescence; 320,000 compounds, 2.5% hits; AID 2796; activation, % at 5 µM; in the data active means activation above about 47%;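 further: 0% = vehicle wells and 100% = reference agonist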
pPAFAH FP inh – inhibitors of human plasma PAF acetylhydrolase (pPAFAH) | inhibition, % at 3.39 µM | Q13093 | AID 463082 | recombinant pPAFAH, FP-rhodamine probe fluorescence polarization | 330,000 compounds, 1.5% hits;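 active means inhibition above the mean inhibition across the screen plus 3 SD, cut at about 25% in these data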;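 further: inhibitors block binding of the rhodamine activity-based probe so polarization drops; 0% = enzyme with DMSO and 100% = wells lacking pPAFAH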
Numbers without * were called inactive; ? = inconclusive; nt = not tested or not shown.

Below each SMILES: Bcl-xL primary | GLD-1 TGE inh | PAFAH1B2 inh | PME-1 inh | MCL1 BIM primary | pPAFAH FP inh | Fam108B inh | AHR activator | MEX-5 binding
> CC(=O)N1CCN(c2nc3cc4c(cc3nc2NS(=O)(=O)c2ccccc2)OCCO4)CC1
 : 6 | -4 | 4 | -1 | 5 | 10 | 3 | 5 | 1.5
> Cc1ccccc1NC(=O)C1CC(=O)n2ncnc2N1 (stereo not given)
 : 8 | 3 | 1 | 2 | 8 | 1 | 0 | -2 | -0.4
> FC(F)(F)c1nnc2ccc(N3CCCC3)nn12
 : 9 | 4 | -3 | -4 | 1 | 2 | 0 | 0 | -1.4
> Cc1ccccc1NC(=O)CSc1nnc(-c2ccccn2)o1
 : 4 | -1 | 8 | -8 | 7 | 5 | -1 | 2 | -0.9
> Clc1ccc(-c2csc3ncnc(Cl)c23)cc1
 : -2 | -3 | -5 | -7 | 3 | -3 | 2 | -2 | -0.1
> C=CCC1(C(=O)NCCO)CCN(C(=O)OC(C)(C)C)CC1
 : -2 | 4 | -2 | 5 | -3 | -2 | -5 | 0 | 3.4
> COc1cc(C)c(C(=O)Oc2cc(C)c(C(=O)O)c(O)c2)c(O)c1
 : 6 | -1 | 9 | -4 | 8 | 1 | 0 | 0 | 0.6
> Cc1ccc(OC2=NS(=O)(=O)c3ccccc32)cc1
 : 2 | 5 | 4 | 2 | 3 | -3 | -2 | 0 | 1.0
> O=C(O)c1cc(-c2ccccc2)n(-c2ccc(Cl)cc2Cl)n1
 : 7 | -1 | 12 | -4 | 8 | -1 | -8 | 1 | -3.4
> CCOC(=O)C(CC)(CC)/C(C)=N/NC(=O)CC#N
 : -1 | 5 | 4 | 0 | -3 | 0 | 0 | 0 | -2.9
> CC(Oc1ccc2c3c(c(=O)oc2c1)CCCC3)C(=O)NCCCn1ccnc1 (stereo not given)
 : 0 | 5 | 0 | -6 | 4 | -3 | -1 | 5 | -0.4
> CCN(CC)CCNC(=O)c1c(O)c2cc(OC)c(OC)cc2[nH]c1=O
 : -6 | -2 | 3 | -2 | 1 | 5 | -1 | 4 | 1.9
> CCOc1ccc(-n2nc(C(=O)NCCOC)c3ccccc3c2=O)cc1
 : 3 | 1 | 5 | 0 | 4 | -2 | -2 | 0 | nt
> Cc1cc(OC(=O)c2ccc(Cl)cc2Cl)nc(C)n1
 : 7 | -6 | 3 | -3 | 2 | -1 | 0 | 1 | 3.4
> COc1cccc(CC(=O)Nc2cccc3ccccc23)c1
 : -2 | -4 | 3 | 0 | -7 | 6 | -2 | 1 | -1.7

Below each SMILES: Bcl-xL primary | GLD-1 TGE inh | PAFAH1B2 inh | PME-1 inh | MCL1 BIM primary | pPAFAH FP inh | Fam108B inh | AHR activator | MEX-5 binding
> O=C(Nc1ccccc1Cl)NC1(C(=O)NCC2CCCO2)CCCCC1 (stereo not given)
 : -2 | 2 | 3 | 1 | 0 | -1 | 1 | 3 | -1.5
> CC(C)C(=O)Nc1csc(C(F)(F)F)c1-c1ccccc1
 : 2 | 1 | 27* | 3 | 2 | 4 | -1 | -1 | 0.3
> CCOC(=O)c1ccc(NC(=O)c2c(N)n(C)c(=O)[nH]c2=O)cc1
 : 0 | 4 | 1 | 2 | -6 | 1 | -3 | 0 | 0.4
> O=C(c1cc(F)c(F)cc1Cl)N1CCN(CCc2ccccc2)CC1
 : 5 | -4 | 5 | 7 | 0 | 1 | -2 | 6 | 2.8
> O=C(CN1CCCC1)Nc1ccc(Oc2ccc(NC(=O)CN3CCCC3)cc2)cc1
 : -7 | -2 | 1 | -4 | -16 | -3 | -4 | 0 | 3.0
> Cc1nc2ccc(Br)cc2c2c1CC(CBr)O2 (stereo not given)
 : 8 | 8 | 1 | -3 | 5 | 1 | 3 | 6 | 2.4
> O=C1CC[C@H](N2C(=O)c3ccccc3C2=O)C(=O)N1
 : -3 | 5 | -1 | -5 | -9 | -4 | -3 | -1 | -3.1
> C/C=C(\C)C(=O)NCCN1C2=NC[C@@H](Cc3ccccc3)N2C[C@H]1Cc1ccc(O)cc1
 : 1 | 12 | -4 | 3 | 5 | 6 | 5 | 0 | 0.2
> O=C(c1cc2ccccc2o1)N1CC=C(c2ccccc2)CC1
 : 6 | 6 | 5 | 1 | 0 | 3 | -1 | 3 | 1.0
> COc1ccc(-c2cc3n(n2)CCc2nc4ccccc4n2-3)cc1
 : 6 | 1 | -1 | -2 | 10 | 6 | 7 | 28 | 1.6
> S=C(NCCc1ccc(Cl)cc1)NCc1ccco1
 : -4 | 2 | 14 | 1 | 2 | 12 | -3 | 27 | 0.9
> CCOCCCNC(C(=O)Nc1ccc(OC)c(Cl)c1)c1ccccc1 (stereo not given)
 : -1 | -4 | 3 | -5 | 2 | 2 | 0 | 1 | 0.3
> CN(/N=C/c1cc(Cl)ccc1O)C1=NS(=O)(=O)c2ccccc21
 : 3 | 10 | 0 | -2 | -1 | -1 | 8 | -1 | 1.1
> O=C(N/N=C1\CCCc2ccccc21)c1ccccc1Cl
 : 4 | 3 | 5 | 4 | 3 | 6 | 10 | 4 | -0.8
> CCOC(=O)[C@@H]1[C@H]2COc3cc(OC)ccc3[C@H]2N2C(=O)N(c3ccc(Br)cc3)C(=O)[C@]12C
 : nt | 4 | 4 | nt | nt | -1 | nt | 1 | nt

Below each SMILES: Bcl-xL primary | GLD-1 TGE inh | PAFAH1B2 inh | PME-1 inh | MCL1 BIM primary | pPAFAH FP inh | Fam108B inh | AHR activator | MEX-5 binding
> CCn1c(SCC(=O)N2CCCCCC2)nc2c(c1=O)SCC2
 : 6 | -2 | 3 | 3 | 14 | -1 | 5 | -1 | 1.1
> COc1cccc(/C=N/N2CCN(c3ccccc3OC)CC2)c1
 : 1 | 6 | 0 | 0 | 1 | -4 | 6 | -1 | -0.8
> CN1C(=O)[C@H]2[C@@H](/C=C/c3ccccc3)N3C(=O)CN(Cc4ccccn4)C(=O)[C@@]3(Cc3ccccc3)[C@H]2C1=O
 : nt | 6 | 3 | nt | nt | 3 | nt | 0 | nt
> O=C1N[C@@H](Cc2ccccc2)C(=O)N2[C@@H]1C[C@@]1(Br)c3ccccc3N(S(=O)(=O)c3ccccc3)[C@@H]21
 : -4 | 1 | 3 | 6 | 0 | 8 | 0 | 0 | 5.3
> COCc1cc(/C=N\NC(=O)Cc2ccc(Cl)cc2)ccc1OC
 : 4 | 0 | 2 | -2 | 4 | 2 | 1 | 7 | 0.4
> O=C(CCS(=O)(=O)c1ccccc1)N1CCN(c2ccc(F)cc2)CC1
 : 0 | 7 | 1 | 4 | 1 | -3 | 4 | 11 | -2.4
> C/C(=N\NC(=O)CN(c1ccccc1)S(C)(=O)=O)c1ccccc1O
 : -15 | 4 | 1 | 14 | 3 | 4 | -3 | 4 | -0.3
> CN(C1CCCCC1)S(=O)(=O)c1ccc(-n2cnnn2)cc1
 : 1 | 5 | 8 | -12 | 4 | 6 | -4 | 1 | 2.0
> C=CCOc1nc(N(C)C)nc(N(C)C)n1
 : 4 | 5 | 1 | 3 | 3 | 2 | 2 | 1 | -0.8
> FCCCOc1ccc(-c2ccnc(-c3ccccc3)n2)cc1
 : -3 | 3 | -2 | -9 | 1 | 4 | -11 | 52* | 1.3
> COC(=O)c1cc(S(=O)(=O)NCC2CCN(Cc3ccc(C)cc3)CC2)cn1C
 : 5 | 7 | 2 | -2 | -4 | -1 | 5 | 0 | 3.5
> Cc1ccc(CN2CCN(Cc3ccc(O)cc3)CC2CCO)o1 (stereo not given)
 : 7 | -1 | 5 | -8 | 5 | 1 | 1 | 3 | -0.9
> COc1c(C(=O)NNC(=O)c2ccccc2Cl)csc1Br
 : 1 | -1 | 7 | 8 | 9 | 5 | 3 | 5 | -0.5
> O=C(CN1C(=O)CCSc2ccc(S(=O)(=O)N3CCOCC3)cc21)Nc1ccccc1Cl
 : -4 | -4 | -10 | -9 | -2 | 6 | 4 | 0 | -1.7
> C/C(=N\NC(=O)CC#N)c1ccc(Oc2ccccc2)cc1
 : 0 | -7 | -3 | 1 | 4 | 5 | 1 | 11 | 1.8

Below each SMILES: Bcl-xL primary | GLD-1 TGE inh | PAFAH1B2 inh | PME-1 inh | MCL1 BIM primary | pPAFAH FP inh | Fam108B inh | AHR activator | MEX-5 binding
> Cc1oc(-c2ccc(Cl)cc2)cc1C(=O)NC1CCN(Cc2ccccc2)CC1
 : 0 | -6 | nt | -6 | -3 | 0 | 2 | 1 | -0.2
> CCCCN(C(=O)CNC(=O)c1ccco1)C(C(=O)NC1CCCCC1)c1ccc(OC)cc1OC (stereo not given)
 : 2 | 5 | 2 | 2 | 1 | 6 | -2 | -1 | 1.5
> Cc1ccc(C(=O)Nc2nc(-c3cc(Cl)sc3Cl)cs2)cc1
 : 1 | 4 | -5 | -8 | 5 | -9 | -14 | 17 | 3.5
> Cc1ccc(C(=O)O/N=C/c2ccc(N(C)C)cc2)cc1
 : 4 | 1 | 2 | 4 | 5 | 3 | 3 | 1 | 1.6
> CC(C)N(Cc1ccccc1)S(=O)(=O)c1cccs1
 : 2 | -3 | 7 | -5 | -5 | 7 | 3 | 0 | 1.2
> CSc1cc(-c2ccncc2)nc(-c2ccc(Cl)cc2)c1
 : 0 | 5 | 4 | -3 | -3 | 4 | -5 | 4 | 0.2
> Cc1cc(F)ccc1NC(=O)C1CCCO1 (stereo not given)
 : 1 | 2 | 1 | -2 | -6 | 6 | -1 | 1 | -1.7
> N#Cc1cc(NC2CCCC2)c([N+](=O)[O-])cc1C#N
 : 1 | -1 | 6 | 4 | 1 | 5 | 4 | -5 | ?
> CC1(C)Oc2ccc(C(=O)N/N=C/c3ccc(O)cc3)cc2NC1=O
 : 3 | 5 | 7 | 3 | 2 | -1 | 3 | 4 | 0.8
> COc1ccc(C(=O)COC(=O)c2cccnc2SC)cc1
 : 3 | 1 | 1 | -1 | 1 | 5 | 0 | 0 | 2.8
> COc1cc(/C=N/NC(=O)COc2ccc(-n3cnnn3)cc2)ccc1OCC(N)=O
 : 2 | 3 | 5 | 3 | 6 | -2 | -1 | 1 | 1.2

Not all compounds are listed. The share of hits here may be higher or lower than overall.
